# High-throughput results as filed in PubChem BioAssay.
# NOD2 inhibition = NOD2 signaling inhibitors, cell-based, luminescence, uHTS, HEK293 (AID 1566); one-dose inhibition, % at 4 µM; EC50 in µM for titrated hits; 290,000 compounds, 0.63% hits; HEK293 NOD2/NF-kB luciferase reporter, luminescence; higher % means a stronger effect; note: many of its hits are not listed in these tables
# GPR55 activation = GPR55 agonists via beta-arrestin recruitment, primary screen, imaging, U2OS cells, beta-arrestin-GFP redistribution (AID 1961); U2OS GPR55 beta-arrestin-GFP redistribution imaging; higher % means a stronger effect; activation, % at 10 µM, or EC50 in µM where a hit was titrated; 290,000 compounds, 0.048% hits;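 active = activation above 40% with more than 50 cells counted in the well; inconclusive = wells holding fewer than 50 cells, flagged as toxic or sparse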;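 note: U2OS osteosarcoma cells stably expressing GPR55 and beta-arrestin-GFP; plate controls were DMSO negative control for no effect and LPI positive control for full effect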
# T cell HTS = T cell immune modulation candidate. 2C CD8+ T cell-vesicle binding, flow cytometry; active compounds read low. calls only at 7 µM. 330,000 compounds, 0.068% hits. AID 2052;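 active = response, share of CD8 T cells binding vesicles, and their 90th percentile fluorescence all below set limits, cut at about 80% in these data, passing the limit was not always enough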
#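 Assay system – 2C mouse CD8+ T cells · Also added – QL9-loaded Drosophila micro-vesicles · Timing – Cell–vesicle co-incubation 1.5 h at 37 °C, staining 20 min on ice · Signal – flow cytometry of vesicle-bound cells · Measure – percent CD8+ FL2 mean versus row control · Controls – Peptide-free naked vesicles (low) and QL9 vesicles with 0.7% DMSO vehicle (high)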
# KOR beta-arrestin-1 = KOR agonists, beta-arrestin recruitment, primary screen, cell-based, luminescence, uHTS (AID 1777); 280,000 compounds, 0.02% hits; KOR beta-arrestin recruitment, luminescence; higher % means a stronger effect; activation, % at 10 µM; hits with a dose series show EC50 in µM; in the data active = activation above about 50%, passing the limit was not always enough; note: a part of the inactive calls stands beside numbers as strong as those of hits
# Myeloid diff 2 = myeloid differentiation induction. ER-HoxA9 myeloid progenitors, lysozyme-GFP differentiation, flow cytometry. calls only at 10 µM. 360,000 compounds, 1% hits. AID 624256;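 active = normalized GFP-positive differentiation at or above the plate's own cutoff, the solvent-only control mean plus 3 SD; inconclusive = no clear call, values can overlap the other calls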;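 note: cells exposed to compound for four days before flow analysis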
# NTR1 ag = agonists of NTR1, primary screen, imaging, U2OS cells, beta-arrestin-GFP, high content (AID 493036) | P30989 | NTR1-U2OS beta-arrestin-GFP spot imaging, agonist mode | activation, % at 20 µM | 330,000 compounds, 0.17% hits;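 active = activation at or above 40% of the spot to cytoplasm intensity ratio, with at least 20 cells analyzed; inconclusive = wells under 20 cells, flagged as cytotoxic or low count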;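 note: 0% = DMSO without peptide and 100% = 100 nM NTR1 peptide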
# Target sequence (P30989 whole entry, looked up): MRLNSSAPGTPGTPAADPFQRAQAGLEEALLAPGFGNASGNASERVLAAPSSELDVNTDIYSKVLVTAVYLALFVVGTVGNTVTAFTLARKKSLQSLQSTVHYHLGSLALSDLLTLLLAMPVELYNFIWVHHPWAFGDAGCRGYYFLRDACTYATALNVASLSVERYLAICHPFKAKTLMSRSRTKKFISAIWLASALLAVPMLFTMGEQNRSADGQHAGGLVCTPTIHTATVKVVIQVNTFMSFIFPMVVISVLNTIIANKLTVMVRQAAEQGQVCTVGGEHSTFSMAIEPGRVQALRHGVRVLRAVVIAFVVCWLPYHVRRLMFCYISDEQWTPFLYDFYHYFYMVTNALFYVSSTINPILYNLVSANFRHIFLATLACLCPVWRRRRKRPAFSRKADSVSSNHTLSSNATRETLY
# GPR55 LPI antagonism = GPR55 antagonists blocking LPI-driven arrestin recruitment, primary screen, imaging, U2OS, beta-arrestin-GFP, LPI agonist (AID 2013). U2OS GPR55 beta-arrestin-GFP translocation imaging, LPI antagonism; higher % means a stronger effect. one-dose inhibition, % at 10 µM; IC50 in µM for titrated hits. 290,000 compounds, 0.13% hits;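 active = spots per cell inhibited over 60%, with over 100 cells counted and total cytoplasm intensity under 500,000; inconclusive = wells with under 100 cells, flagged as likely toxic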;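 note: U2OS cells stably carrying GPR55 and arrestin-GFP stimulated by 5 µM LPI near EC80; imaged beta-arrestin-GFP aggregate spots per cell after agonist stimulation; plate controls were LPI-stimulated DMSO wells for no effect and DMSO wells without LPI for full effect; some results filed as inactive read as strong as hits; confirmed hits need IC50 under 10 µM and bright autofluorescent wells are also inconclusive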
# KOR beta-arrestin-2 = kappa opioid receptor blockers – cell-based, luminescence, uHTS (AID 1778); 290,000 compounds, 0.091% hits; inhibition, % at 10 µM; hits with a dose series show IC50 in µM; KOR beta-arrestin recruitment, luminescence, antagonist mode; higher % means a stronger effect; note: strong numbers were not always called active
# NOD1 NF-kB reporter = inhibition of NOD1-driven NF-kB reporter – cell-based, luminescence, uHTS, primary screen (AID 1578); NOD1-driven NF-kB luciferase reporter cells, luminescence; higher % means a stronger effect; one-dose inhibition, % at 4 µM; EC50 in µM for titrated hits; 290,000 compounds, 1% hits; in the data active = inhibition mostly above about 36%, no sharp cut-off; inactive = mostly below about 34%;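 note: HEK-293T reporter cells stimulated with the NOD1 agonist gamma-tri-DAP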
# T cell HTS vesicle-bound % = second read-out of T cell HTS, no call of its own (marks repeat the call); double positive events, %; measured here: CD8+ vesicle-bound cell fraction;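 binding gate set so that unloaded-vesicle control wells show 10% double positive cells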
# NTR1 ag cell count 20 µM = second read-out of NTR1 ag, no call of its own (marks repeat the call); cell count; measured here: cell count, cytotoxicity flag
# Myeloid diff 2 GFP+ MAC1+ % = also measured in Myeloid diff 2; calls as there; GFP+ MAC1+ double positive, %; measured here: differentiation confirmed by MAC1 staining
# Starred values were filed as active, the others as inactive; i = inactive; u = inconclusive; x = no result given; [ ] = remark or other dose. Cut-off read from the data, not from the text of the source, unless noted: active = inhibition above about 50%; inactive = the rest. These rows are one share of the data; count on the stated rates, not on these rows.
SMILES,NOD2 inhibition,GPR55 activation,T cell HTS,T cell HTS vesicle-bound %,KOR beta-arrestin-1,Myeloid diff 2,Myeloid diff 2 GFP+ MAC1+ %,NTR1 ag,NTR1 ag cell count 20 µM,GPR55 LPI antagonism,KOR beta-arrestin-2,NOD1 NF-kB reporter
O=C(NCc1ccccc1)c1ccccc1CO,11%,0.1%,i,38,-0.1%,i,0.6,0.0,33,0%,-42%,35%
COc1cc(/C=C/C(=O)OCC(=O)c2c(N)n(C)c(=O)n(C)c2=O)ccc1OCC#N,-1%,0.2%,i,15,2.7%,x,x,3.7,56,-23%,12%,-37%
Cc1ccccc1OCCNC(=O)c1ccccc1Sc1ccccc1C#N,-6%,-0.1%,i,4,-2.0%,i,1.6,1.3,71,24%,15%,47%
Cc1nn(CCC(N)=S)c2nc(-c3cccs3)cc(C(F)(F)F)c12,15%,-0.2%,i,64,-9.7%,i,0.2,17,84,8%,-57%,11%
O=C(c1ccc(-n2c(SCc3cccc(F)c3)nc3ccccc3c2=O)cc1)N1CCOCC1,6%,-0.2%,i,47,7.9%,i,0.6,7.6,57,-3%,-8%,-4%
Cc1cc(S(=O)(=O)NCC(C)C)ccc1OCC(=O)NCc1ccccn1,-6%,-0.4%,i,19,-2.6%,i,0.9,1.2,89,-7%,1%,-21%
Cc1ccc(CCNS(=O)(=O)c2ccc3c(c2)NC(=O)CCS3)cc1,8%,-0.1%,i,44,7.0%,i,2.1,4.8,45,6%,-50%,-9%
C#CCOCCOCCOCCNc1nc(N2CCN(C(=O)[C@H](CCCCN)n3cc(C(N)[C@H](C)CC)nn3)CC2)nc(N2CCN(C(=O)[C@H](CCC(=O)O)n3cc(C(N)[C@H](C)CC)nn3)CC2)n1 (stereo partly specified),-10%,0.1%,i,46,18%,i,1.0,0.4,54,12%,2%,22%
CC(Sc1cccc2cccc(C(=O)O)c12)C(=O)O (stereo unspecified),0%,-0.4%,i,30,3.7%,i,0.1,0.4,62,-3%,-8%,-21%
COc1ccc(/C=N/NC(=O)c2ccc(N3CCCC3=O)cc2)cc1,13%,-0.2%,i,27,2.6%,i,1.7,-0.6,46,2%,-5%,-7%
CCOc1cc(/C=N/NC(=O)C(=O)N2CCCC2)ccc1O,20%,0.1%,i,58,-5.6%,i,0.1,1.3,79,-11%,-6%[20 µM],-23%
O=C(NCCCCNC(=O)c1ccc(F)cc1)c1ccc(F)cc1,10%,0.2%,i,27,0.7%,i,0.6,-0.7,58,6%,-30%[20 µM],-22%
Cc1ccc(-c2csc3ncnc(N4CCc5ccccc5C4)c23)cc1,-7%,0.1%,i,10,1.9%,i,1.7,6.0,65,-6%,-9%,22%
Cc1cc(C)nc(N/C(=N\S(=O)(=O)Cc2ccccc2)Nc2ccccc2Br)n1,-22%,-0.2%,i,46,-1.3%,i,0.6,15,78,1%,15%,-55%
CN1CCC(=NNc2ccc(S(=O)(=O)N3CCOCC3)cc2[N+](=O)[O-])CC1,12%,0.1%,i,26,-0.2%,i,1.1,1.4,55,10%,-36%,-17%
CCOC(=O)C[N+](CC)(CC)CC#Cc1ccccc1,15%,0.1%,i,24,-0.1%,i,0.0,-0.4,67,16%,17%,-4%
O=C(NCCCN1CCCC1=O)c1cccc(N2CCCC2=O)c1,0%,-0.1%,i,31,4.0%,i,2.3,-1.5,90,0%,7%,-20%
Cc1ccc2cc(CN(CC3CCCO3)C(=O)Nc3ccccc3F)c3nnnn3c2c1 (stereo unspecified),-14%,-0.4%,i,32,-2.0%,i,0.4,3.4,95,6%,-3%,-40%
Cc1cc(C)nc(Nc2cccc(C(F)(F)F)c2)n1,15%,-0.1%,i,46,5.0%,i,0.4,0.4,59,3%,-14%,-18%
C#CCOCCOCCOCCNc1nc(N2CCOCC2)nc(N2CCN(C(=O)[C@H](CCC(=O)O)n3cc(C(N)[C@H](C)CC)nn3)CC2)n1 (stereo partly specified),3%,-0.2%,i,15,8.9%,i,1.0,1.6,96,8%,17%,-4%
CCCn1c(C2CCCN2c2nc(-c3ccc(C)cc3)cs2)nc2ccccc21 (stereo unspecified),-8%,0.0%,i,17,8.3%,i,2.4,9.6,49,-4%,-12%[20 µM],22%
S=C(Nc1ccc(Cl)cc1)N1CCCC1,3%,-0.3%,i,44,8.8%,i,0.5,-0.9,31,10%,-8%,-16%
COC(=O)C1=C(C)NC(=S)NC1c1ccc(-c2cccc(Cl)c2)o1 (stereo unspecified),0%,-0.1%,i,41,2.8%,i,1.1,3.7,73,0%,-15%,1%
COc1ccccc1CNC(=O)COC(=O)c1cc([N+](=O)[O-])ccc1N1CCOCC1,5%,0.0%,i,10,-1.4%,i,2.4,1.5,49,11%,14%,-24%
CC(C)NC(=O)COc1coc(CN2CCN(Cc3ccccc3)CC2)cc1=O,7%,0.2%,i,32,1.8%,i,5.4,0.1,50,5%,-23%,-12%
Cc1nc(C)c(C(=O)C2=C(O)C(=O)N(CCN3CCOCC3)C2c2cccnc2)s1 (stereo unspecified),5%,-0.2%,i,31,2.7%,i,0.4,2.0,39,1%,-58%,26%
Cc1cccc(N2C(=O)C3C4CC(C(Br)C4Br)C3C2=O)n1 (stereo unspecified),6%,0.0%,i,27,2.1%,i,0.3,2.7,75,28%,2%,-7%
O=C(CCCOc1ccccc1)Nc1ccc2c(c1)OCCO2,-64%,-0.2%,i,50,0.0%,i,0.4,-1.0,86,-16%,3%,-83%
CCN1/C(=C2\OC(=S)N(C)C2=O)C=Cc2ccccc21,-13%,-0.3%,i,5,4.7%,i,0.4,3.5,48,2%,-40%,-10%
CCOc1cc(N2CCOCC2)c(OCC)cc1NC(=O)Cc1cccc(OC)c1,16%,0.2%,i,58,-1.7%,i,0.5,0.0,45,28%,19%,-24%
Nc1ncc2c(n1)-c1cc(Cl)ccc1SC2,-13%,-0.2%,i,34,0.9%,i,0.8,-1.3,50,-5%,-45%,-6%
Cc1ccccc1NC(=O)N1CCN(c2ncccn2)CC1,-2%,-0.2%,i,58,-3.7%,i,0.4,0.2,84,4%,12%,-16%
CCOC(=O)Cc1ncccc1C(=O)Nc1ccc(OC(F)(F)F)cc1,-2%,1.1%,i,50,-1.4%,i,0.3,0.4,40,11%,5%,-30%
O=C(NC(=S)Nc1ccc(S(=O)(=O)Nc2nccs2)cc1)c1ccccc1,-2%,0.0%,i,43,3.2%,i,1.6,1.1,73,11%,28%,-8%
COc1cc(OC)c2c(-c3ccccc3)cc(=O)oc2c1C(CCN1CCCC(C)C1)c1ccc(N(C)C)cc1 (stereo unspecified),15%,-0.1%,i,37,-1.7%,i,1.2,35,62,31%,7%,-5%
CCCCOC(=O)c1ccc(NC(=O)c2cnccn2)cc1,-10%,-0.1%,i,30,5.6%,i,1.2,5.2,76,6%,6%,-22%
O=C1c2cccc3c([N+](=O)[O-])ccc(c23)C(=O)N1c1nccs1,10%,0.6%,i,38,-2.3%,u,x,-2.8,53,20%,39%,33%
Cc1c(Nc2ccc3nonc3c2[N+](=O)[O-])c(=O)n(-c2ccccc2)n1C,16%,0.0%,i,35,-4.9%,i,0.3,-1.1,29,1%,26%,-19%
COCCN(C(=O)CCC(=O)Nc1cc(C)on1)C(C(=O)NC1CCCC1)c1ccccc1F (stereo unspecified),6%,u,i,8,-3.8%,i,2.4,1.1,41,-11%,-13%,-14%
CN(Cc1ccccc1)C(=O)COc1cc(Cl)ccc1Cl,7%,-0.1%,i,22,-4.6%,i,0.6,-1.4,78,-2%,23%,-10%

# Part of the list above, as tab-separated lines:
mol	NOD2 inhibition	GPR55 activation	T cell HTS	T cell HTS vesicle-bound %	KOR beta-arrestin-1	Myeloid diff 2	Myeloid diff 2 GFP+ MAC1+ %	NTR1 ag	NTR1 ag cell count 20 µM	GPR55 LPI antagonism	KOR beta-arrestin-2	NOD1 NF-kB reporter
O=C(NC(=S)Nc1ccc(S(=O)(=O)Nc2nccs2)cc1)c1ccccc1	-2%	0.0%	i	43	3.2%	i	1.6	1.1	73	11%	28%	-8%
COc1cc(OC)c2c(-c3ccccc3)cc(=O)oc2c1C(CCN1CCCC(C)C1)c1ccc(N(C)C)cc1 (stereo unspecified)	15%	-0.1%	i	37	-1.7%	i	1.2	35	62	31%	7%	-5%
CCCCOC(=O)c1ccc(NC(=O)c2cnccn2)cc1	-10%	-0.1%	i	30	5.6%	i	1.2	5.2	76	6%	6%	-22%
O=C1c2cccc3c([N+](=O)[O-])ccc(c23)C(=O)N1c1nccs1	10%	0.6%	i	38	-2.3%	u	x	-2.8	53	20%	39%	33%
Cc1c(Nc2ccc3nonc3c2[N+](=O)[O-])c(=O)n(-c2ccccc2)n1C	16%	0.0%	i	35	-4.9%	i	0.3	-1.1	29	1%	26%	-19%
COCCN(C(=O)CCC(=O)Nc1cc(C)on1)C(C(=O)NC1CCCC1)c1ccccc1F (stereo unspecified)	6%	u	i	8	-3.8%	i	2.4	1.1	41	-11%	-13%	-14%
CN(Cc1ccccc1)C(=O)COc1cc(Cl)ccc1Cl	7%	-0.1%	i	22	-4.6%	i	0.6	-1.4	78	-2%	23%	-10%
